biotin-GST TR-FRET – GST-antibody interaction or FRET quenching – biochemical, TR-FRET, artefact control for Vif-APOBEC3G degradation inhibitor project, dose response (AID 1117362); 2.8% of 3,600 active; inhibition, % at the top dose, mostly 100 µM; hits show IC50 in µM; TR-FRET counter screen, biotin-GST/anti-GST signal;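 active = inhibition above 30% at one or more concentrations, seen consistently on every test date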;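 also: biotinylated GST protein used in place of GST-Vif 1-94 and biotin-A3G peptide; detects fluorescence quenchers or blockers of GST binding to anti-GST antibody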
* = called active by the depositor.

What do the screens show for `NN=C1C(Cl)=C(Cl)C(Cl)=C1Cl`?
biotin-GST TR-FRET: 3.7%

What do the screens show for `C=CCOc1ccc(CC2C(=O)N(C)C(=O)N(C)C2=O)cc1`?
biotin-GST TR-FRET: 0.1%

What do the screens show for `Cc1ccc2nc3c(cc2c1)CC1(C(=O)N(C)C(=O)N(C)C1=O)C1CCCCN31` (stereo not given)?
biotin-GST TR-FRET: 2.3%

What do the screens show for `O=C1NC(=O)N(c2cccc(Cl)c2)C(=O)/C1=C\c1ccc(Sc2nc3ccccc3[nH]2)o1`?
biotin-GST TR-FRET: 3.3%

How did O=C(O)c1ccc2c(c1)C1C(Cl)C(Sc3ccccc3[N+](=O)[O-])CC1C(c1cccc([N+](=O)[O-])c1)N2 (stereo not given) do in these assays?
biotin-GST TR-FRET: -119.6%

Two successive records already listed, for reference:
What do the screens show for `C=CCOc1ccc(CC2C(=O)N(C)C(=O)N(C)C2=O)cc1`?
biotin-GST TR-FRET: 0.1%

What do the screens show for `Cc1ccc2nc3c(cc2c1)CC1(C(=O)N(C)C(=O)N(C)C1=O)C1CCCCN31` (stereo not given)?
biotin-GST TR-FRET: 2.3%

Not all compounds are listed, so the mix of outcomes need not match the whole.
